Screens (PubChem BioAssay)
EPAC2 agonist: activates human EPAC2 exchange factor; Potency, µM (top dose mostly 154 µM), inactives show at the highest dose activation, most hits filed as activators; 360,000 compounds, 0.079% hits; EPAC2 activation, biochemical qHTS; response scale: 100% = 6.5 mM cAMP response; Q8WZA2; AID 720711; note: potency is the fitted concentration of half-maximal effect; nearly all actives have a fitted effect of over 50% in size
Target sequence (Q8WZA2 whole entry, looked up): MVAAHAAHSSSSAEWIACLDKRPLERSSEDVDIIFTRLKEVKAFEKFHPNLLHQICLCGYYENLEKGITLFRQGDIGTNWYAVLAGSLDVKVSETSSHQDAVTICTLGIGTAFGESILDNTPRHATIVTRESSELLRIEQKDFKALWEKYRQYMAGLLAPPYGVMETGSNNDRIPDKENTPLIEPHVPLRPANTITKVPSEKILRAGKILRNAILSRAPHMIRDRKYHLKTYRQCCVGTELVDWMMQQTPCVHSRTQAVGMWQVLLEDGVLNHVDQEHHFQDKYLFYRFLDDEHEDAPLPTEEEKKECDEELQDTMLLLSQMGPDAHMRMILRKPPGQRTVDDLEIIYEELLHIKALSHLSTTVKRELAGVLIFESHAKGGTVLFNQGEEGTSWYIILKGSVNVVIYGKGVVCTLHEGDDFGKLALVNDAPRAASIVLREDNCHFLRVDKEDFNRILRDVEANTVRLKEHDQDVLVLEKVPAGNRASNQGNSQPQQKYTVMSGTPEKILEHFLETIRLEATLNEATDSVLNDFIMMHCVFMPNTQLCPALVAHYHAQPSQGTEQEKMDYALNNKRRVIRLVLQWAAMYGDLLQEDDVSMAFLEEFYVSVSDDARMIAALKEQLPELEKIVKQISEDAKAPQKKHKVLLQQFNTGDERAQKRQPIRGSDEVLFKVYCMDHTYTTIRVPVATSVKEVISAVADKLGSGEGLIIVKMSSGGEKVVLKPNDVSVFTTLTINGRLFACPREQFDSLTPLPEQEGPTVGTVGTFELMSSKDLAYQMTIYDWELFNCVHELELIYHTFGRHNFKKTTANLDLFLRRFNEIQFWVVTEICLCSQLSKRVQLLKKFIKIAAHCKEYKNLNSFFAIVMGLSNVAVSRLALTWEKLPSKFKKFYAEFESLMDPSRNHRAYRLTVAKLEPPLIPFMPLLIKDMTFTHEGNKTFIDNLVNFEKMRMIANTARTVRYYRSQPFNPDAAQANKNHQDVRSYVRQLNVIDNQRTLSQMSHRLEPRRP
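Compounds were added across a concentration range to EPAC2 (100 nM), RAP1B-BODIPY-GDP (250 nM) and GDP (50 uM). After 5 min at room temperature, fluorescence was recorded at 5-min intervals for 30 min.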
A549 tox: counter-screen for Nrf2 inhibitors: cytotoxicity in A549 cells. Potency, µM (titrated, usually from 46 µM), without a hit: top-dose activity change, negative = cytotoxicity, most hits filed as inhibitors. A549 ARE-Fluc cells, CellTiter-Fluor viability, 18-24 h. AID 504648. 390,000 compounds, 0.16% hits; note: potency is the fitted concentration of half-maximal effect; % is set by controls: 0 for no effect and ±100 for the full control effect
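A549 ARE-Fluc cells in 5% FBS OPTI-MEM, 5000 cells/well, rested 2 h then exposed to compounds in concentration-response for 18-24 h at 37 °C. Viability by CellTiter-Fluor fluorescence (Ex 405/Em 525) after 30 min; luciferase luminescence (BugLite, 15 min, RT) read afterwards.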
Akt phos inh: inhibitors of Akt phosphorylation. Neuro2A IGF-stimulated pAkt S473 HTRF, 20 min; stronger effect = lower value. activity change, % for hits at 50 µM. 360,000 compounds, 0.32% hits. AID 651550; in the data active = activity change below about -80%; inconclusive = mostly about -51% to -80%; note: % is set by controls: 0 for no effect and ±100 for the full control effect
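Neuro2A cells (4,500/well, DMEM with 0.5% FBS) were treated with compound at a single 50 µM final concentration, stimulated with 6 nM IGF for 20 min at 37 °C, and lysed. Phospho-Akt Ser473 was read by HTRF as 665/615 ratio ×10^4.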
CCT modulator: changes cytosolic chaperonin activity; purified chaperonin ATPase assay, HTRF ADP detection, 30 min; activity change, % (concentration not given with the values), hits read low; 360,000 compounds, 0.3% hits; AID 651819; in the data active = activity change below about -30%; note: % is set by controls: 0 for no effect and ±100 for the full control effect
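Enzyme 40 or 20 nM (batch-dependent) in Tris pH 7.4/KCl/MgCl2/DTT; cpd 76 uM single point; ATP 10 uM; 30 min 37 °C; Transcreener ADP HTRF detection, 30 min RT; ratio 665/615.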
Nrf2 block: Nrf2 pathway inhibition | A549 ARE-Fluc reporter, luciferase luminescence, 18-24 h | Potency, µM (series often up to 46 µM), inactives show at the top dose activity change, negative = inhibition, usual class: inhibitors | 360,000 compounds, 2.1% hits | AID 504444; note: potency is the fitted concentration of half-maximal effect; % is set by controls: 0 for no effect and ±100 for the full control effect; nearly all actives have a fitted effect of over 60% in size
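Nrf2 activity is the BugLite luminescence, read 15 min after reagent at room temperature, following CellTiter-Fluor cytotoxicity readout (30 min, 37C). Compound titrations were applied for 18-24 h to 5000 A549 ARE_Fluc cells/well in 5% FBS OPTI-MEM.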
EPAC2 antag: EPAC2 (human) antagonism | Q8WZA2 | EPAC2 GEF exchange of Rap1B-BODIPY-GDP, fluorescence | Potency, µM (series often up to 114 µM), inactives show at the top dose activity, negative = inhibition, hits mostly inhibitors | 360,000 compounds, 0.18% hits | AID 720708; note: potency is the fitted concentration of half-maximal effect; % is set by controls: 0 for no effect and ±100 for the full control effect; nearly all actives have a fitted effect of over 45% in size; many of its hits are not listed in these tables
MmCpn inh: inhibitors of Methanococcus maripaludis chaperonin (MmCpn). purified Mm-Cpn ATPase, ADP Transcreener TR-FRET. Potency, µM (series often up to 76.9 µM), for the others: at the highest dose activity, negative = inhibition, usual class: inhibitors. 330,000 compounds, 0.031% hits. AID 504842; note: potency is the fitted concentration of half-maximal effect; % is set by controls: 0 for no effect and ±100 for the full control effect; nearly all actives have a fitted effect of over 80% in size
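ATPase read-out: TR-FRET ADP immunoassay (anti-ADP Eu cryptate vs ADP-d2), ex 320 nm, em 590/665 nm; signal drops as ADP forms. Enzyme 25 nM, ATP 10 uM, 30 min at 37°C after 10 min compound preincubation.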
Nrf2 activator: activators of Nrf2 (ARE) signaling; Potency, µM (doses to about 46.1 µM), for the others: top-dose activation, most hits filed as activators; AREc32 ARE-luciferase reporter (MCF7-derived line), luminescence, 24 h; 410,000 compounds, 0.31% hits; AID 624171; note: potency is the fitted concentration of half-maximal effect; % of control where 0% means no effect; nearly all actives have a fitted effect of over 65% in size
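AREc32_Fluc, 1000 cells/well, OPTI-MEM + 5% FBS, o/n 37 deg C 5% CO2; 23 nL cpd by pin tool, 24 hr; Steady-Glo 30 min RT, luminescence.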
TGFb inhibitor: inhibitors of TGF-b signaling; HepG2 CAGA-GFP TGF-b/SMAD3 reporter, GFP fluorescence, 18 h; TGF-beta stimulated, 500 pg/mL final; Potency, µM (series often up to 46.1 µM), for the others: at the top dose activity, negative = inhibition, usual class: inhibitors; 410,000 compounds, 1.2% hits; note: potency is the fitted concentration of half-maximal effect; % is set by controls: 0 for no effect and ±100 for the full control effect; nearly all actives have a fitted effect of over 65% in size
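HEPG2 CAGA-GFP, 1000 cells/well; 2 h settle, 37 C; cpd via pin tool; TGF-b 500 pg/mL final; 18 h, 37 C; GFP imaging ex488/em500-530; %Activity normalised to -TGF-b and +DMSO controls; CRC fit, curve class.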
Active calls of the source: *; i = inactive; ? = inconclusive; · = no result given; & = joins results of further samples; [ ] = dose if it differs, or a comment. Unless noted, calls come from the whole dose curve; as a rule, active = well fitted curve in the direction sought with a large enough effect; inconclusive = small, poorly fitted or top-dose-only effect, or another doubt; inactive = no such curve, though single readings can be large; an effect the other way counts as inactive or inconclusive.

The opening 9 records, ahead of the listing:
SMILES	EPAC2 agonist	A549 tox	Akt phos inh	CCT modulator	Nrf2 block	EPAC2 antag	MmCpn inh	Nrf2 activator	TGFb inhibitor
CCOc1ccc2nc(NC(=O)CSCC(=O)Nc3cc(C)on3)sc2c1	-5.3%	-2.8%	i	-0.5	?	11.5%	-3.4%	2.6%	5.1%
CSCC[C@H](NC(=O)[C@H]1N2C(=O)c3ccccc3C2SC1(C)C)C(=O)NCc1ccncc1 (some centres not stated)	3.4%	-9.3%	i	-1.1	0.4%	-11.0%	3.6%	0.1%	19.4%
COc1cccc(C(=O)NCCS(=O)(=O)NCc2ccc(Cl)cc2)c1	1.3%	9.9%	i	-17.2	8.5%	-12.2%	0.8%	0.1%	13.9%
CCN(CC)S(=O)(=O)c1ccc(NC(=O)COC(=O)c2ccc(Br)o2)cc1	17.5%	-3.0%	i	-0.9	-9.3%	-1.7%	0.5%	3.9%	-11.3%
N#Cc1cc2c(nc1SC1CCCCC1O)CCCC2 (configuration not stated)	12.2%	4.1%	i	-22.7	1.5%	0.8%	-1.1%	4.1%	-2.1%
c1ccc(-c2nc3nc4ccccc4nc3n2Cc2ccco2)cc1	3.7%	-2.5%	i	0.4	?	15.4%	-2.1%	?	5.4%
CCCN(C(=O)c1ccc(N2CCCC2=O)cc1)c1c(N)n(Cc2ccccc2)c(=O)[nH]c1=O	-0.1%	-10.7%	i	-1.2	2.0%	-4.1%	0.2%	-1.2%	-11.3%
Cc1cc(C)c2c(=O)cc(C(=O)Nc3c(C)n(C)n(-c4ccccc4)c3=O)oc2c1	·	1.5%	·	·	11.3%	·	·	0.5%	-9.0%
Cc1cc(SCNC(=O)c2ccccc2)nc(C(C)C)n1	-1.9%	2.3%	i	-1.9	-3.1%	?	1.7%	-0.1%	-8.0%

Main list (from the top)
SMILES	EPAC2 agonist	A549 tox	Akt phos inh	CCT modulator	Nrf2 block	EPAC2 antag	MmCpn inh	Nrf2 activator	TGFb inhibitor
CCOc1ccc2nc(NC(=O)CSCC(=O)Nc3cc(C)on3)sc2c1	-5.3%	-2.8%	i	-0.5	?	11.5%	-3.4%	2.6%	5.1%
CSCC[C@H](NC(=O)[C@H]1N2C(=O)c3ccccc3C2SC1(C)C)C(=O)NCc1ccncc1 (some centres not stated)	3.4%	-9.3%	i	-1.1	0.4%	-11.0%	3.6%	0.1%	19.4%
COc1cccc(C(=O)NCCS(=O)(=O)NCc2ccc(Cl)cc2)c1	1.3%	9.9%	i	-17.2	8.5%	-12.2%	0.8%	0.1%	13.9%
CCN(CC)S(=O)(=O)c1ccc(NC(=O)COC(=O)c2ccc(Br)o2)cc1	17.5%	-3.0%	i	-0.9	-9.3%	-1.7%	0.5%	3.9%	-11.3%
N#Cc1cc2c(nc1SC1CCCCC1O)CCCC2 (configuration not stated)	12.2%	4.1%	i	-22.7	1.5%	0.8%	-1.1%	4.1%	-2.1%
c1ccc(-c2nc3nc4ccccc4nc3n2Cc2ccco2)cc1	3.7%	-2.5%	i	0.4	?	15.4%	-2.1%	?	5.4%
CCCN(C(=O)c1ccc(N2CCCC2=O)cc1)c1c(N)n(Cc2ccccc2)c(=O)[nH]c1=O	-0.1%	-10.7%	i	-1.2	2.0%	-4.1%	0.2%	-1.2%	-11.3%
Cc1cc(C)c2c(=O)cc(C(=O)Nc3c(C)n(C)n(-c4ccccc4)c3=O)oc2c1	·	1.5%	·	·	11.3%	·	·	0.5%	-9.0%
Cc1cc(SCNC(=O)c2ccccc2)nc(C(C)C)n1	-1.9%	2.3%	i	-1.9	-3.1%	?	1.7%	-0.1%	-8.0%
O=[N+]([O-])c1ccc(N2CCN(S(=O)(=O)c3ccc4ccccc4c3)CC2)cc1NCC1CCCO1 (configuration not stated)	6.5%	-15.5%	i	1.4	?	0.0%	2.1%	-0.6%	-0.5%
COc1cc(CN2C[C@@H](CO)O[C@@H](n3cnc4c(NC5CC5)ncnc43)C2)cc(OC)c1OC	-6.7%	·	i	0.5	·	10.2%	·	-1.1%[9.22 µM]	5.5%
Cn1c(C(=O)NCc2ccc(F)cc2)cc2c(=O)n(C)c3ccccc3c21	·	-4.8%	·	·	22.0%	·	·	-0.4%	10.3%
CCOC(=O)C1=C(C)Nc2ccccc2N=C1NC(=O)c1ccc(Cl)c(S(=O)(=O)N2CCCC2)c1	14.4%	-5.9%	i	-1.8	-8.3%	5.0%	?	3.9%	?
CCOc1ccc(S(=O)(=O)N2CCCCC2)cc1NC(=O)c1ccccc1	-8.9%	-3.3%	i	-0.2	-1.6%	-4.5%	·	-0.7%	8.1%
O=C(N/N=C1\C2CN3CCN(C2)CC1(c1ccccc1)C3)c1ccc(F)cc1	-0.5%	0.2%	i	1.0	20.6%	5.6%	0.2%	-0.2%	-3.7%
O=c1c2ccccc2nc(SCc2ccccc2)n1Cc1ccco1	9.0%	-1.8%	i	-2.2	-25.8%	-2.6%	-1.2%	4.4%	-24.2%
CCOC(=O)c1cnn(-c2ccc(Cl)cc2)c1C1CCN(C(=O)OC(C)(C)C)CC1	2.9%	?	i	-0.9	?	-14.9%	0.7%	0.5%	?
Nc1c(-c2ccc(Cl)cc2)cnn1-c1cccc([N+](=O)[O-])c1	3.0%	2.2%	i	-0.9	-9.3%	-6.8%	?	-0.4%	-22.9%
COc1cc(C(=S)N2CCOCC2)cc(OC)c1OC(=O)c1ccccc1[N+](=O)[O-]	11.4%	1.6%	i	0.0	6.7%	-1.3%	-0.7%	3.2%	-0.2%
CC(=O)Nc1nc(C)c(Oc2ccc(C)cc2)c(=O)[nH]1	7.5%	-2.1%	i	-0.1	-12.8%	4.2%	-0.8%	-0.3%	6.2%
COc1cc(C2C3=C(COC3=O)Oc3cc4c(cc32)OCO4)cc(OC)c1OC(C)=O (configuration not stated)	-1.7%	-12.4%	i	2.5	?	10.5%	·	2.5%	?
CC(C)[C@H](NC(=O)[C@@H]1CSCN1C(=O)OC(C)(C)C)C(=O)NCC1CCC(C(=O)O)CC1 (some centres not stated)	-9.3%	-1.4%	i	-2.1	6.9%	7.4%	2.3%&3.0%	-0.1%	-10.4%
CC1=C(C(=O)Nc2ccccc2C)C(c2ccc(C)o2)n2c(s/c(=C/c3ccccc3)c2=O)=N1 (configuration not stated)	7.7%	0.6%	i	1.8	6.8%	11.1%	-0.3%	4.4%	5.3%
Cc1cccc(C)c1NC(=S)NC1CCCCC1	1.9%	4.0%	i	0.9	?	9.1%	-0.1%	0.1%	0.0%
Cn1c(C(=O)O)cnc1Sc1ncc(C(F)(F)F)cc1Cl	4.1%	-4.7%	i	-3.6	-14.8%	-1.8%	2.4%	-0.5%	-3.3%

Next part.
SMILES	EPAC2 agonist	A549 tox	Akt phos inh	CCT modulator	Nrf2 block	EPAC2 antag	MmCpn inh	Nrf2 activator	TGFb inhibitor
COC(=O)[C@H](CCSC)NC(=O)Nc1ccc(C)c(C)c1	4.1%	15.1%	i	-5.2	8.9%	-4.1%	1.1%	-0.8%	7.7%
CC(=O)Nc1ccc(Nc2nc(C)c([N+](=O)[O-])c(Nc3ccc(NC(C)=O)cc3)n2)cc1	-15.3%	-8.5%	i	-1.5	-3.2%	-10.7%	-1.8%	2.3%	-9.9%
Nc1cc(N)nc(SCCN2CCCCC2)n1	7.9%	12.4%	i	-0.2	-6.8%	-2.1%	-0.9%	0.3%	-9.9%
O=C(NCc1ccco1)C(c1ccc(F)cc1)N(CC1CCCO1)C(=O)Cn1nnc2ccccc21 (configuration not stated)	4.2%	-1.8%	i	-0.9	·	2.9%	2.3%	0.2%	9.7%
CCOC(=O)C1CCN(C(=O)CC2C(=O)N(Cc3ccccc3)C(C)c3nc4ccccc4n32)CC1 (configuration not stated)	10.4%	0.5%	i	-4.1	-7.5%	-4.3%	-0.3%	-0.8%	-10.9%
CN(C)S(=O)(=O)c1cccc(NC(=O)COC(=O)c2ccc3c(c2)OCO3)c1	3.0%	3.0%	i	0.6	?	2.7%	-0.8%	0.0%	5.9%
CNC(=O)c1c[nH]c2ccc(S(=O)(=O)Nc3ccccc3F)cc2c1=O	6.6%	0.1%	i	-0.7	1.0%	8.7%	1.2%	4.6%	12.8%
CCOc1ccccc1NC(=O)CSc1n[nH]c(N)n1	4.3%	0.3%	i	-10.9	-29.6%	0.6%	-2.9%	-0.9%	-13.5%
Cc1ccc2c(Cl)cc(Cl)c(OCC(=O)O)c2n1	0.4%	-7.1%	i	-3.0	-9.7%	-4.2%	0.9%	-0.2%	3.8%
O=C(NCCCN1CCCC1)Nc1ccc(F)cc1	0.5%	0.0%	i	-0.5	12.4%	1.2%	-3.3%	-0.6%	0.0%
CCC1Oc2ccc(C)cc2N(CC(=O)N2CCCC2)C1=O (configuration not stated)	4.1%	-7.0%	i	-4.8	-6.7%	0.7%	-1.7%	0.4%	-9.2%
COc1ccc(/C=N/Nc2nc(N3CCCCC3)nc(N3CCCCC3)n2)cc1[N+](=O)[O-]	12.6%	-8.7%	i	1.2	-7.8%	-2.2%	0.0%	0.3%	0.0%
CCC(=O)N/N=C/c1ccc(OS(=O)(=O)c2ccccc2)cc1	-4.8%	0.9%	i	-4.4	10.7%	1.7%	0.9%	-0.1%	-6.4%

An excerpt, so the mix of outcomes need not match the whole.
